KCNH2 WT inh: qHTS for Inhibitors of KCHN2 3.1: Wildtype qHTS | Voltage-gated inwardly rectifying potassium channel KCNH2 (Homo sapiens), Q12809 | U2OS, BacMam KCNH2, thallium flux FluxOr; stronger effect = lower value | AID 720551, 2013 | hit rate 0.37% among 340,000 | activity change, % at 1.84 µM;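 active = maximum activity change below -70%; inconclusive = maximum activity change between -70% and -50%; inactive = maximum activity change above -50%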; also: % is scaled to controls: 0 for no effect and ±100 for the full control effect
Target sequence (Q12809 whole entry, looked up): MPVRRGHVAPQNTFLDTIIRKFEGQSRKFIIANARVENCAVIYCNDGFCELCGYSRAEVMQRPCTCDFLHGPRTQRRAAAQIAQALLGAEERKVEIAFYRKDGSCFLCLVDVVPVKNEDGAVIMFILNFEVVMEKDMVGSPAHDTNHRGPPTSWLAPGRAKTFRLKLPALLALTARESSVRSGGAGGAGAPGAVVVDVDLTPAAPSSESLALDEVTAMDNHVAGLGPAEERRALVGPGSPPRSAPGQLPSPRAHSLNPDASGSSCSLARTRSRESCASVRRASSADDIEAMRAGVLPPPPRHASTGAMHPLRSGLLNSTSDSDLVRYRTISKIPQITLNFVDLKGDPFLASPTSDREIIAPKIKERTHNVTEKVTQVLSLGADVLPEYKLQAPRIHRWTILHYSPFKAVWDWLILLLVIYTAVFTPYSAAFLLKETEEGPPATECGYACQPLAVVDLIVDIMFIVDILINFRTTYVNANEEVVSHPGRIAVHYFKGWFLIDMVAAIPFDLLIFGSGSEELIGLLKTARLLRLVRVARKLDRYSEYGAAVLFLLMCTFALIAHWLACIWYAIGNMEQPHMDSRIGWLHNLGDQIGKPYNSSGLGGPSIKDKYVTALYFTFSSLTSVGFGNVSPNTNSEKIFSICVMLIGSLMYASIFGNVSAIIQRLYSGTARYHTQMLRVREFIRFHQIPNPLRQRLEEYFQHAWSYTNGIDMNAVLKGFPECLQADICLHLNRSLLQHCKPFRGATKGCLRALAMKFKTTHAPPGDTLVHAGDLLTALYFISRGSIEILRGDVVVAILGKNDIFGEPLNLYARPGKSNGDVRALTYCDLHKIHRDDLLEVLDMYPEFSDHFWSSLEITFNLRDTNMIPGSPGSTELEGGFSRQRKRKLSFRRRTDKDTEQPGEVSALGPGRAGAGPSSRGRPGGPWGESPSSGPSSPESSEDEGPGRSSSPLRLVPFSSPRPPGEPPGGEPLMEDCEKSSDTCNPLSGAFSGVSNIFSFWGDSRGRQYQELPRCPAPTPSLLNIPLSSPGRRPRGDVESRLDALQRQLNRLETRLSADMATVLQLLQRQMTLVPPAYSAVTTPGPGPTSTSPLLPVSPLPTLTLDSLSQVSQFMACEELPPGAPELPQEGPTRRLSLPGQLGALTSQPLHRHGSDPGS
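U2OS cells transduced with wild-type KCNH2 virus are loaded with FluxOr dye for 45 min, and thallium flux is measured in kinetic reads before and after stimulation buffer. Rate constants are normalized to DMSO controls.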
a7 integrin act: qHTS for Activators of Integrin-Mediated Alleviation for Muscular Dystrophy; alpha7betagal myoblasts, beta-gal FDG fluorescence, 48 h; AID 624291, 2012; hit rate 0.064% among 350,000; Potency, µM (top dose mostly 38.3 µM), for inactives: at the highest dose activation, actives largely listed as activators;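 also: potency is read from the fitted curve at half-maximal effect; 100% = response of the positive control SU9516; nearly all actives have a fitted effect of over 60% in size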
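alpha7betagal+/- myoblasts (passage 13, 250/well) treated 48 h at 37C with compounds at 1:260 dilution of DMSO stock. Lysed, then beta-galactosidase activity read as FDG fluorescence (ex 480/em 540) after 30 min, with pre-read for autofluorescence.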
MBNL1-CUG inh: qHTS Assay for Inhibitors of MBNL1-poly(CUG) RNA binding | Muscleblind-like protein 1 (Homo sapiens), Q9NR56 | TR-FRET MBNL1-His/biotin-(CUG)12 binding, 665/545 ratio | Potency, µM (series often up to 57.5 µM), for inactives: at the top dose activity change, negative = inhibition, hits mostly inhibitors | hit rate 0.036% among 280,000 | AID 2675, 2010; active = well fitted inhibition curve with a large enough effect in the signal ratio, with a control signal flat, not every such curve was filed as active; inconclusive = small, poorly fitted or top-dose-only effect, or effect the other way, or a change in a side signal; inactive = no such curve, though single readings can be large or run the other way; the % refers to the signal ratio; also: potency is read from the fitted curve at half-maximal effect; % is scaled to controls: 0 for no effect and ±100 for the full control effect
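Ratiometric TR-FRET (665 over 545 nm, excitation 340 nm) tracks disruption of MBNL1-His/biotin-(CUG)12 complex after 60 min at room temperature, with compounds at 92 nM to 58 uM final.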
ASM inhibitor: Inhibitors of Secretory Acid Sphingomyelinase (S-ASM): qHTS | Sphingomyelin phosphodiesterase (Homo sapiens), P17405 | hit rate 0.006% among 340,000 | Potency, µM (titrated, usually from 57.5 µM), for the others: at the highest dose activity change, negative = inhibition, hits mostly inhibitors | placental ASM, HMU-PC fluorogenic substrate, 60 min; also: potency is read from the fitted curve at half-maximal effect
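HMU-PC0 cleavage (9 uM final) by human placental ASM, 60 min at 37 °C following 10 min compound exposure at RT; stopped at pH 10, fluorescence Ex 386/Em 447 nm.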
TRPV1 ag: HTS Assay for Compounds that Act as Agonists of the Vanilloid Receptor 1. Transient receptor potential cation channel subfamily V member 1 (Homo sapiens), Q8NER1. TRPV1-expressing cells, Fluo-8 calcium influx, agonist mode. activation, % at 8.33 µM. hit rate 0.19% among 320,000. AID 540275, 2011; in the data active = activation above about 80%; inconclusive = between about 30% and that limit; also: 0% is about no effect
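TRPV1-expressing cells were cultured overnight at 35.5C and loaded with Fluo-8 calcium dye for 40 to 90 min at room temperature. After a 10 s baseline, compound was added and calcium influx was read kinetically for 3 min (ex 480/em 520 nm).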
KCNH2 3.1 inh: qHTS for Inhibitors of KCHN2 3.1: Mutant qHTS | hit rate 0.95% among 340,000 | U2OS KCNH2 3.1, thallium flux FluxOr; stronger effect = lower value | activity change, % (tested at about 1.8 µM);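 active = maximum activity change below -70%; inconclusive = maximum activity change from -70% to -50%; inactive = maximum activity change above -50%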;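 also: thallium influx rate constant from kinetic fluorescence after stimulation buffer; % is scaled to controls: 0 for no effect and ±100 for the full control effect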
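Kinetic fluorescence (2 min after stimulation buffer) measures Tl+ influx through KCNH2 3.1 expressed by viral transduction in U2OS cells; the rate constant is normalized against DMSO controls serving as positive and negative references.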
FBPA coupling cs: qHTS Assay for Inhibitors of Fructose-1,6-bisphosphate Aldolase from Giardia Lamblia: Coupling assay counterscreen; coupling enzyme system counterscreen, AmpLite Red fluorescence; activity change, negative = inhibition, % at 58.2 µM, hits read low; hit rate 0.67% among 290,000; AID 2472, 2010; in the data active = activity change below about -30%; also: % is scaled to controls: 0 for no effect and ±100 for the full control effect
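Counterscreen of the coupled detection system alone, without aldolase: glyceraldehyde-3-phosphate coupling enzymes plus AmpLite Red readout. Compounds at 57.5 uM final, 10 min RT preincubation, 20 min RT reaction, fluorescence 525/598 nm.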
MLL CXXC-DNA inh: qHTS Fluorescence Polarization Assay for Inhibitors of MLL CXXC domain - DNA interaction; Histone-lysine N-methyltransferase 2A (Homo sapiens), Q03164; MLL-CXXC / FITC-HOXA9 DNA fluorescence polarization; Potency, µM (top dose mostly 115 µM), without a hit: at the highest dose activity change, negative = inhibition, most hits filed as inhibitors; hit rate 0.037% among 290,000; AID 2662, 2010; active = well fitted inhibition curve with a large enough effect in the polarisation, with a control signal flat, not every such curve was filed as active; inconclusive = small, poorly fitted or top-dose-only effect, or effect the other way, or a change in a side signal; inactive = no such curve, though single readings can be large or run the other way; the % refers to the polarisation; also: potency is read from the fitted curve at half-maximal effect
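Fluorescence polarization: 7 uM MLL-CXXC (stock) preincubated 5 min with compounds, then 50 nM fluorescein-HOX-A9 DNA (stock) added; 30 min ambient. Buffer 50 mM Tris-HCl pH 7.5, 50 mM NaCl, 1 mM DTT, 0.05% BSA.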
A-T KAP1 phos: qHTS Assay for Identifying a Potential Treatment of Ataxia-Telangiectasia; […] A-T fibroblasts, KAP-1 phosphorylation AlphaLISA; neocarzinostatin DNA damage 30 min before lysis; Potency, µM (highest dose often 57.5 µM), for inactives: at the top dose activation, actives largely listed as activators; hit rate 0.19% among 320,000; AID 485349, 2010; also: potency is read from the fitted curve at half-maximal effect; % of control where 0% means no effect; nearly all actives have a fitted effect of over 45% in size
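ATM-like activity read as KAP-1 phosphorylation via AlphaLISA donor/acceptor antibody pairs after lysis and 6 hr at 25C. Cells were ATM-null patient fibroblasts ([…], hTERT), dosed 60 min, then exposed to the DSB inducer NCS for 30 min.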
GALK inh: qHTS Assay for Inhibitors of Human Galactokinase (GALK); P51570; Purified GALK, Kinase-Glo residual ATP luminescence; Potency, µM (titrated, usually from 57.5 µM), inactives show top-dose activity change, negative = inhibition, usual class: inhibitors; hit rate 0.007% among 270,000; also: potency is read from the fitted curve at half-maximal effect; % is scaled to controls: 0 for no effect and ±100 for the full control effect
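ATP-depletion format; final 35 uM ATP, 100 uM D-galactose, 5 nM enzyme; pH 8.0 HEPES/Mg2+ buffer; 60 min RT; luminescence read 10 min after detection reagent.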
Numbers without * were called inactive; i = inactive; ? = inconclusive; / = no result given; & = joins results of further samples; [ ] = remark or other dose. Unless noted, calls follow the shape of the dose curve; as a rule, active = well fitted curve in the direction sought with a large enough effect; inconclusive = small, poorly fitted or top-dose-only effect, or another doubt; inactive = no such curve, though single readings can be large; an effect the other way counts as inactive or inconclusive.

SMILES | KCNH2 WT inh | a7 integrin act | MBNL1-CUG inh | ASM inhibitor | TRPV1 ag | KCNH2 3.1 inh | FBPA coupling cs | MLL CXXC-DNA inh | A-T KAP1 phos | GALK inh
COc1ccc(C(C)=O)cc1CSc1ccc(S(=O)(=O)N2CCCCC2)cn1 | -12 | -8% | / | -1% | 0 | -4 | / | / | 5% | /
Cc1ccc(-c2nc(N=Nc3ccc(O)cc3)n[nH]2)cc1 | -2 | -53%[inhibitor] | ? | -7% | -6 | 1 | -8 | -3% | -7% | 1%
C=C1CCN(C(CC(C)C)C(=O)OC)S(=O)(=O)c2ccccc21 (stereo not drawn) | -2 | 15% | -7% | 6% | 10 | -4 | -1&-2 | 4% | 8% | -2%
CCCOc1c(Br)cc(C(=O)OCC(=O)NC(=O)c2cccn2C)cc1OC | 14 | -8% | / | 5% | -1 | -15 | / | / | -6% | /
COc1ccc(C2N(C(=O)CN3CCOCC3)CCN2S(=O)(=O)c2ccccc2)cc1 (stereo not drawn) | -2 | -46%[inhibitor] | -7% | -4% | -1 | 0 | 0 | 1% | 0% | -1%
Cc1ccc(C23OCCN2CCn2nc4ccccc4c23)cc1 (stereo not drawn) | 25 | -28% | / | 1% | 5 | 5 | / | / | 5% | /
CCOCCCN(C(=O)Cn1nnc(-c2ccc(C)o2)n1)C(C(=O)NCC1CCCO1)c1ccc(F)cc1 (stereo not drawn) | 0 | -15% | -9% | -2% | -1 | 19 | 1 | -20% | ? | 0%
Cc1ccc(NS(=O)(=O)c2ccc3c(c2)CC(=O)N3)cc1F | 23 | 5% | / | -2% | -2 | -1 | / | / | 1% | /
NC(N)=NCc1cccc(I)c1 | -9 | / | / | 6% | 6 | -3 | / | -2% | 9% | /
Cc1ccc(-c2nnn(CC(=O)N(CC3CCCO3)C(C(=O)NC3CCCC3)c3ccc(F)cc3)n2)o1 (stereo not drawn) | 2 | -9% | 1% | -2% | -3 | -2 | 1 | 9% | 0% | 0%
NNC(=O)CC(=O)NC1(Cc2ccc(O)cc2)CCCCC1 | 1 | 23% | -2% | -2% | 10 | -1 | 1 | -8% | 0% | 4%
COc1ccc(NC(=S)NNc2ccc(C(=O)O)cc2)cc1 | -9 | 2% | ? | 3% | 0 | 1 | -2 | 7% | 5% | -3%
C=CC[C@@H](CC(=O)NCCO)C(=O)NCCOC(=O)[C@@H](CC=C)Cc1ccc(F)cc1 | 2 | -8% | / | 0% | / | -3 | / | / | 15% | /
CCOc1ccc(CN(C)C(=O)CNC(=O)c2ccccc2)cc1 | 1 | 7% | 2% | -5% | 2 | -35 | -1 | ? | 6% | /
O=C(Cn1c(=O)oc2cc(S(=O)(=O)N3CCCC3)ccc21)Nc1ccc(C(F)(F)F)cc1 | -9 | 12% | -5% | 12% | ? | -10 | 4 | 13% | -2% | 3%
CCSc1nnc(NC(=O)NC(C)(C(F)(F)F)C(F)(F)F)s1 | -15 | -13% | -6%[11.5 µM] | 0% | 3 | 16 | -1 | -2% | 1% | /
O=C1CN(C(=O)/C=C/c2cccc(Cl)c2)c2ccccc2N1 | / | -9% | 18% | -1% | 3 | -9 | 3 | -6% | 0% | -2%
COc1ccccc1CC(=O)N1CCC(n2nccc2NC(=O)C2CCOC2)CC1 (stereo not drawn) | -10 | 20% | -2% | / | 5 | 6 | / | 4% | 13% | 5%
CCOc1cccc(-c2nn(-c3ccccc3)cc2/C=C(/C#N)C(=O)NCCCn2ccnc2)c1 | 14 | 2% | / | -5% | ? | -3 | -5 | 9% | 4% | 0%
COc1cc(C(=O)Nc2ccc(Nc3ccccc3)cc2)cc(OC)c1OC | 4 | -22% | 2% | -28% | -6 | 26 | -2 | 0% | -2% | -1%
COc1ccc(N(CC(=O)Nc2cc(C)on2)S(=O)(=O)c2ccc(Cl)cc2)cc1 | -17 | -37% | 12% | -7% | 0 | 10 | 1 | 34%[activator] | -2% | 1%
S=C(Nc1ccc(Cl)cc1Cl)N1CCCCC1 | -2 | 4% | / | -3% | 7 | 24 | -2 | 11% | 2% | 0%
COC(=O)[C@H](Cc1ccccc1)NC(=O)NCCc1ccc(OC)cc1 | -3 | ? | -5% | 2% | 3 | 11 | 0 | 6% | -4% | 0%
Cc1nc2cc(C(=O)OCC(=O)NC34CC5CC(CC(C5)C3)C4)ccc2n1-c1ccccc1 | -4 | -7% | 0% | -13% | -6 | 2 | 9 | 10% | -10% | -5%
CC(C)NC(=O)CSCc1c(F)cccc1Cl | -7 | 9%[7.66 µM] | 3% | 2% | 6 | 1 | 0 | 4% | -2% | 0%
COc1ccc(CCNC(=O)CCN2C(=O)C(C)Oc3ccc(C)cc32)cc1OC (stereo not drawn) | -7 | -4% | -13% | -1% | 7 | -3 | -1 | 2% | 9% | -2%
Cc1ccc(SC[C@H](Cc2ccccc2)N2CCN(CC(C)C)CCC2=O)cc1 | / | -41% | -4% | 0% | ? | / | 1 | -12% | -3% | -2%
COCCNC(=O)c1ccc(S(=O)(=O)N2CCCc3ccccc32)cc1 | 0 | -9% | 0% | 0% | 10 | 11 | 1 | 10% | 0% | -2%
O=C(NC1(C(F)(F)F)NC(=O)N(C2CCCC2)C1=O)C1CC1 (stereo not drawn) | -4 | 1% | -7% | 7% | -4 | -3 | 3 | -6% | 6% | 2%
CC(C)C(NS(=O)(=O)c1cccs1)C(=O)N(C)Cc1ccccc1 (stereo not drawn) | 8 | 11% | -2% | 5% | 4 | 1 | -1 | -10% | -5% | -2%
Cc1nc(CSc2nsc(/C=C/N(C)C)c2C#N)cs1 | -1 | -14% | / | 5% | 14 | -19 | -12 | 7% | 4% | 9%
COc1ccccc1N1CCN(CC(=O)Nc2ccc(CN3CCCCC3)cc2)CC1 | -12 | -48%[inhibitor] | -2% | 2% | 3 | 3 | 0 | -1% | 4% | -4%
CC(C)(C)c1ccc(S(=O)(=O)N2CCNC(=O)C2)cc1 | 9 | 3% | / | -3% | / | -14 | / | / | 7% | /
CN(C)S(=O)(=O)c1cccc(-c2cn3cc(Cl)ccc3n2)c1 | -8 | 3%[7.66 µM] | 24% | 4% | 13 | 5 | -9 | 0% | / | 1%
O=C(O)CCSc1nnc(COc2cccc3ccccc23)n1-c1cccc(Cl)c1 | i | -13% | -2% | 5% | 1 | 16 | -1 | 1% | 3% | -5%
Cn1nc(C(=O)NCCc2ccc3c(c2)OCCO3)c2ccccc2c1=O | -11 | -39%[inhibitor] | / | -1% | 1 | -8 | / | / | -4% | /
CC(=O)Nc1ccc(S(=O)(=O)N(CC(=O)O)Cc2ccccc2)cc1 | -1 | 21% | -10% | 3% | 3 | 3 | 11 | 1% | / | 8%
CCc1ccc(NC(=O)c2cnc3n(c2=O)CCS3)cc1 | -2 | -5% | 4% | -2% | ? | 11 | 0 | 9% | 10% | 1%
COc1ccc(-c2cc(C(=O)OCC(=O)NC3CC3)c3ccccc3n2)cc1OC | -2 | -9% | / | 29% | / | 0 | / | / | 15% | /
CC(NC(=O)COC(=O)c1cc(=O)c2ccccc2o1)c1ccccc1 (stereo not drawn) | -14 | 0% | / | 4% | / | 12 | / | / | 2% | /
CCOC(=O)c1c(C)n(C)c2ccc(OC)c(NS(=O)(=O)c3ccc(Cl)s3)c12 | 48 | -12% | -7% | -8% | 20 | -10 | -12 | 13% | -3% | -1%
O=C(CSc1nnc(-c2ccc(Cl)cc2)n1-c1ccc(Cl)cc1)N/N=C/c1ccccc1C(=O)O | -1 | 13% | -3% | 0% | -1 | 7 | 18 | 16% | 5% | /

In another format: entries from further up
smiles,KCNH2 WT inh,a7 integrin act,MBNL1-CUG inh,ASM inhibitor,TRPV1 ag,KCNH2 3.1 inh,FBPA coupling cs,MLL CXXC-DNA inh,A-T KAP1 phos,GALK inh
O=C(O)CCSc1nnc(COc2cccc3ccccc23)n1-c1cccc(Cl)c1,i,-13%,-2%,5%,1,16,-1,1%,3%,-5%
Cn1nc(C(=O)NCCc2ccc3c(c2)OCCO3)c2ccccc2c1=O,-11,-39%[inhibitor],/,-1%,1,-8,/,/,-4%,/

Screens: PubChem BioAssay, National Center for Advancing Translational Sciences (NCATS)

Rows were taken by chance; any-hit rate near 2%.
